FN deposit inh – inhibitors of fibronectin matrix deposition, primary screen, AH1F cells, Alexa488-fibronectin fluorescence, plate reader | AH1F fibroblasts, overnight | inhibition, % at 12.6 µM | 350,000 tested, 0.086% active | AID 743247, 2014;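 active = mean inhibition across replicates of 30% or more, regardless of how many single replicates reach that level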;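 also: positive control wells lacked labelled fibronectin entirely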
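Material – AH1F fibroblast monolayer, labelled fibronectin deposition · Reagent – labelled fibronectin 24 nM · Timing – 1 h adhesion, overnight exposure · Measured by – fluorescence at 485 nm excitation, 525 nm emission · Read-out – inhibition of fibronectin deposition signal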
EWS-Fli inh – EWS/Fli-driven NR0B1 reporter inhibitors, primary screen, A673 cells, NR0B1 luciferase, luminescence, MLPCN library; viability-normalised; inhibition, % at 12.6 µM; 350,000 tested, 0.67% active; AID 651661, 2012;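 active = mean inhibition of at least 50% after viability correction, with every replicate also passing that limit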;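 also: firefly luciferase signal divided by Alamar Blue viability fluorescence both relative to DMSO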
S100A4 inh HTS – inhibitors of S100A4-myosin IIA peptide binding, primary screen, biochemical, fluorescence polarization, TAMRA-MyoIIA peptide; 360,000 tested, 0.14% active; inhibition, % at 10.7 µM; AID 652163, 2013; Protein S100-A4 (Homo sapiens), P26447;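 active = mean inhibition of at least 70% across replicates, with every replicate also reaching that level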
Target sequence (P26447 whole entry, looked up): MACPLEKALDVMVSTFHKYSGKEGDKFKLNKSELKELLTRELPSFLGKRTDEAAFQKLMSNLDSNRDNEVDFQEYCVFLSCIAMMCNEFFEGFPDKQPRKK
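Test system: S100A4 monomer protein; Medium: HEPES pH 7.2 with CaCl2, KCl, NaCl, DTT, Triton; Probe or stimulus: TAMRA-labelled myosin IIA heavy-chain peptide probe, 5 nM; Doses: one dose per compound; Times: polarization read 5 min after assay mix addition, stable 5–60 min; Benchmarks: neutral control DMSO, positive control TFP.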
LGR2 antag – inhibitors of bursicon-induced LGR2 CRE-luciferase signal, primary screen, cell-based, HEK293, CRE-luciferase reporter, bursicon stimulation; Drosophila bursicon receptor LGR2 (rickets); bursicon-stimulated, 4 h; inhibition, % at 9.99 µM; 380,000 tested, 0.35% active;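 active = drop in luminescence signal, shown as inhibition above about 50% in the replicate tests, limit read from the data, passing the limit was not always enough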;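 also: agonist challenge used bursicon conditioned medium at about half maximal strength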
PGC1a acetyl inh – inhibitors of PGC1a acetylation signal, primary screen, cell-based, U2OS, AlphaScreen, inhibitor mode; AlphaScreen anti-acetyl-lysine; with virally co-expressed GCN5 acetyltransferase; inhibition, % at 15.6 µM; 350,000 tested, 0.17% active;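 active = every replicate shows inhibition of at least 40%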;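 also: 0% = neutral control wells and 100% = positive control wells; some results beyond the cut were filed as inactive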
ERAP1 inh – human ERAP1 aminopeptidase inhibitors, primary screen, biochemical, single point, plate reader | Endoplasmic reticulum aminopeptidase 1 (Homo sapiens), Q9NZ08 | recombinant ERAP1, Leu-AMC fluorescence, 60 min | inhibition, % at 10.7 µM | 340,000 tested, 0.15% active;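 active = mean replicate inhibition of at least 30%, or all replicates individually reaching that 30% level; inactive = mean below 30% and not every replicate reaching it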;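 also: 0% = neutral control wells and 100% = L-leucinethiol positive control wells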
Target sequence (Q9NZ08 whole entry, looked up): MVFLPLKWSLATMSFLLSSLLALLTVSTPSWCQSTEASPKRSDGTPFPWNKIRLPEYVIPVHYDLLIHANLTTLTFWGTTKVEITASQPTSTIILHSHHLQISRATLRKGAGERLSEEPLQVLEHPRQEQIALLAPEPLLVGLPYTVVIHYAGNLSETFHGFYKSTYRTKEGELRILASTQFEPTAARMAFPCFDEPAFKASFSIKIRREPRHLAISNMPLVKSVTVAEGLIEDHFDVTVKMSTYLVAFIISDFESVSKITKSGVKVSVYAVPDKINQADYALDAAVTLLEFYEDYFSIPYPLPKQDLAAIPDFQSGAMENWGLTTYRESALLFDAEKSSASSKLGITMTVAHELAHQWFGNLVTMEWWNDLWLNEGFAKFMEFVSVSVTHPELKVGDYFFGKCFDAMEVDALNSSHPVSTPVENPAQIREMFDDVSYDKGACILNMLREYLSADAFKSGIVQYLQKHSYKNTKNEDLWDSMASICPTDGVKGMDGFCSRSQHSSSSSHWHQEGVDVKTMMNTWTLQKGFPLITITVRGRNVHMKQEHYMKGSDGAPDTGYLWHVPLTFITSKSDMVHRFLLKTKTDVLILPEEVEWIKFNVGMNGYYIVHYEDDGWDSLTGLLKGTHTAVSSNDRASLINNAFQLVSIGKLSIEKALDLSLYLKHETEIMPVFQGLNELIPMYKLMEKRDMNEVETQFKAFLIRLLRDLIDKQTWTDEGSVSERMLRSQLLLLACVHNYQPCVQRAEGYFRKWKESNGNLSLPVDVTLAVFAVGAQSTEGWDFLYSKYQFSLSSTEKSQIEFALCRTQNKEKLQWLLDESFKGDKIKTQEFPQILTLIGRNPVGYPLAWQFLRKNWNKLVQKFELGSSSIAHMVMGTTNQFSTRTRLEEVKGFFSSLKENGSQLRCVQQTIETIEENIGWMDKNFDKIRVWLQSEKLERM
PglD inh – C. jejuni PglD acetyltransferase inhibitors, primary screen, biochemical, DTNB colorimetric, single point; UDP-N-acetylbacillosamine N-acetyltransferase PglD (Campylobacter jejuni); purified PglD enzyme, DTNB colorimetric CoA detection; inhibition, % at 12.5 µM; 360,000 tested, 0.098% active; in the data active = inhibition above about 16%, passing the limit was not always enough; also: strong numbers were not always called active
PAX8 inh HTS – inhibitors of PAX8-driven TPO luciferase reporter, primary screen, RMG-I cells, single concentration; inhibition, % at 12.6 µM; AID 652154, 2013; SteadyGlo, 24 h; 360,000 tested, 1.2% active;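 active = mean replicate inhibition at least 60% with every replicate also reaching 60%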;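 also: luciferase light reporting Pax8 driven TPO promoter activity; plate controls were median of neutral control wells for no effect and mitoxantrone controls for full effect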
* hit, by the source's call; / = not tested or not shown; & = joins results of further samples.

SMILES	FN deposit inh	EWS-Fli inh	S100A4 inh HTS	LGR2 antag	PGC1a acetyl inh	ERAP1 inh	PglD inh	PAX8 inh HTS
Cc1cc(C(=O)N2CCCc3ccccc32)ccc1[N+](=O)[O-]	0	3	0	5	-3	-1	0	33
CN(C)C(=O)c1ccc(-c2ccc([C@H]3[C@@H](CO)N4CCCCN(C(=O)C5CC5)C[C@@H]34)cc2)cc1	/	-4	-3	-28	0	3	-1	-14
O=C(c1cc(=O)c2ccccc2o1)N1CCN(c2ccccc2)CC1	1	-12	1	/	1	4	/	12
CCOC(=O)C1CCN(C(=O)c2cc3c(=O)n4ccccc4nc3n2C)CC1	5	16	0	14	8	-75	/	-6
O=C(C1CC1)N1C[C@H]2[C@@H](c3ccccc31)[C@H](CO)N2C(=O)c1ccccn1	/	9	1	8	3	1	3	-12
CCCNC(=O)c1cc(C2CCCCN2C(=O)c2cc(OC)c(C)c(OC)c2)on1 (centres undefined)	-1	9	2	5	3	-2	0	6
O=C1c2ccccc2C(c2nc3ccccc3[nH]2)N1Cc1ccco1 (centres undefined)	-6	1	-5	-1	-6	-1	5	16
O=C(C[C@H]1CC[C@@H](NC(=O)Nc2ccccc2F)[C@@H](CO)O1)NCc1ccc(F)cc1	/	-14	1	-11	1	-8	/	/
COc1cc(NC(=O)c2ccc(Cl)cc2)c2ncccc2c1	-4	-5	1	4	21	2	3	34
Cc1cccc(N2CCN(C(C)C(=O)N3CCc4ccccc43)CC2)c1C (centres undefined)	-2	3	0	-1	-5	-1	6	-3
O=C(CNC(=O)c1cccs1)OCC(=O)c1ccc(Br)cc1	0	-1	-4	11	/	3	/	12
O=C(COc1ccc2c(c1)OCO2)Nc1ccc(Cl)cn1	-8	-60	-1	-86	1	-3	-3	-95

The last 6 compounds of the part above are carried over, then new ones follow:
SMILES	FN deposit inh	EWS-Fli inh	S100A4 inh HTS	LGR2 antag	PGC1a acetyl inh	ERAP1 inh	PglD inh	PAX8 inh HTS
O=C1c2ccccc2C(c2nc3ccccc3[nH]2)N1Cc1ccco1 (centres undefined)	-6	1	-5	-1	-6	-1	5	16
O=C(C[C@H]1CC[C@@H](NC(=O)Nc2ccccc2F)[C@@H](CO)O1)NCc1ccc(F)cc1	/	-14	1	-11	1	-8	/	/
COc1cc(NC(=O)c2ccc(Cl)cc2)c2ncccc2c1	-4	-5	1	4	21	2	3	34
Cc1cccc(N2CCN(C(C)C(=O)N3CCc4ccccc43)CC2)c1C (centres undefined)	-2	3	0	-1	-5	-1	6	-3
O=C(CNC(=O)c1cccs1)OCC(=O)c1ccc(Br)cc1	0	-1	-4	11	/	3	/	12
O=C(COc1ccc2c(c1)OCO2)Nc1ccc(Cl)cn1	-8	-60	-1	-86	1	-3	-3	-95
C[C@@H]1CN([C@H](C)CO)C(=O)c2cccc(NC(=O)c3ccc(-c4nccs4)cc3)c2O[C@H]1CN(C)S(C)(=O)=O	/	-5	-15	-13	-2	1	2	/
CCc1ccc(N(C(=O)c2csnn2)C(C(=O)NC2CCCC2)c2cccnc2)cc1 (centres undefined)	7	-7	0	-5	-5	-4	2	2
O=C(C1CCCC1)N1C[C@@H]2[C@H](c3ccccc31)[C@H](CO)N2C(=O)c1ccccc1	0	-5	2	-13	-7	-1	3	-9
CC1CCCC(C)N1C(=O)COC(=O)c1cc(Br)ccc1Cl (centres undefined)	0	5	2	-17	4	-3	/	7
Cc1nc2ccc(NC(=O)c3ccco3)cc2s1	-3	-24	5	-31	/	10	/	-81
C[C@@H]1CN([C@@H](C)CO)C(=O)c2cc(NC(=O)c3ccccc3)ccc2O[C@@H](C)CCCCO[C@H]1CN(C)C(=O)Cc1ccccc1	-9	10	-8	-3	-9	0	-1	/
COc1ccc(C)cc1NC(=O)COC(=O)c1ccc(OCc2ccc(Cl)cc2Cl)c(OC)c1	3	3	0	10	/	0	/	-5
Cc1nonc1C1CCCN1Cc1cn[nH]c1-c1ccc(-c2ccccc2)cc1 (centres undefined)	-17	-12	-3	-22	8	/	/	-10
COc1ccccc1C#Cc1cnc2c(c1)C(=O)N([C@H](C)CO)C[C@@H](C)[C@H](CN(C)S(=O)(=O)c1cn(C)cn1)O2	/	-45	2	20	-12	-2	3	5
CCc1nnc(NC(=O)CCNC(=O)c2ccco2)s1	1	-3	0	0	3	1	-4	0
Cc1cc(C)c(S(=O)(=O)c2cccc(Cl)c2)c(=O)[nH]1	-6	0	4	2	-1	2	-1	-25
COc1ccc2c3c(n(C)c2c1)[C@@H](CO)N(C(=O)C1CC1)CC31CCN(CC2CCCC2)CC1	/	-2	-6	-1	/	1	/	-6
Cn1c(-c2ccc(F)cc2)cnc1NCc1cc2c(cc1[N+](=O)[O-])OCO2	4	/	/	-10	-2	/	-1	-2
COc1cccc(NC(=O)c2cccc(C(=O)Nc3cccc(OC)c3)c2)c1	-1	-13	0	6	/	-1	8	-17
O=C(N[C@@H]1CC[C@@H](CC(=O)N2CCC(Cc3ccccc3)CC2)O[C@@H]1CO)c1cnccn1	-2	0	-11	-6	-3	0	0	9
COc1cc(C(=O)Nc2ccc(C(N)=O)cc2)c([N+](=O)[O-])cc1OC	8	2	5	1	/	1	/	7
COc1ccc(OC)c(NC(=O)c2oc3ccccc3c2NC(=O)C2CC2)c1	1	1	2	0	/	-4	4	0
Cc1cc(C(=O)CSc2cccc[n+]2[O-])c(C)n1-c1ccccc1	-11	-11	9	-35	/	2	/	-39
COCC(=O)Nc1ccc2c(c1)C(=O)N(C)[C@@H]1CC[C@@H](CC(=O)NCC(F)(F)F)O[C@@H]1CO2	-26	7	-1	1	8	1	-1	-2
O=S(=O)(Nc1cccc2c1CCCC2)c1ccc(Cl)cc1	5	/	/	-13	-34	/	5	-25
COc1ccc(CC(NC(C)=O)C(=O)NC2CCN(C(=O)C3CCCCC3)CC2)c(OC)c1 (centres undefined)	2	4	-5	6	-17	-1	-5	5
OC[C@@H]1[C@H](c2ccc(C3=CCCC3)cc2)[C@@H](CNC2CCCC2)N1CC1CC1	-5	1	-5	-2	/	1	/	/
COc1ccc(/C=C/c2cc(C(=O)O)c3ccccc3n2)cc1	7	70*	17	7	8	-8	7	9
CC(=O)c1ccccc1NC(=O)C1CC(=O)N(c2ccc3c(c2)OCCO3)C1 (centres undefined)	8	3	-5	-21	-2	0	2	13
O=C(N/N=C/c1ccc(OC(=O)c2ccccc2Cl)cc1)c1ccc(O)cc1	/	/	-3	-4	/	2	1	-3
COc1ccccc1CNC(=O)C1CC(c2cccc([N+](=O)[O-])c2)=NO1 (centres undefined)	2	12	2	-7	-8	1	-4	11
OC(c1ccc(F)c(F)c1)c1ncc(-c2ccc(F)cc2)[nH]1 (centres undefined)	-1	-16	-10	3	/	15	-4	-27
C[C@H](CO)N1C[C@H](C)[C@@H](CN(C)Cc2ccc3c(c2)OCO3)Oc2ccc(NC(=O)C3CCCCC3)cc2CC1=O	/	14	1	12	-4	-1	-7	/
CC(C)N(C[C@@H]1N[C@H](CO)[C@@H]1c1ccccc1)C(=O)CN1CCOCC1	9	/	2	19	/	1	/	/
COC(=O)C1(F)C(=O)NC(=O)NC1OC (centres undefined)	4	5	-2	-7	/	0	/	-3
C/C=C/c1ccc([C@H]2[C@H]3CN(S(=O)(=O)c4cccc(F)c4)CC(=O)N3[C@H]2CO)cc1	/	39	20	4	-7	0	/	/
CCN(CC)C(=O)C1CCCN(Cc2cccc(Cl)c2)C1 (centres undefined)	/	-6	-3	-11	-1	-1	-2&0	-20
COc1ccc(-c2noc(-c3ccccc3F)n2)cc1	4	8	-4	-8	-2	1	5	-105
CC(C)CCN=CC1=C(O)CC(c2ccccc2)CC1=O (centres undefined)	0	-8	-18	-10	-3	3	/	-54
COc1cc(C(O)P(=O)(OC(C)C)OC(C)C)cc(OC)c1OC (centres undefined)	6	/	/	-2	/	/	2	-1
Cc1ccccc1CC(=O)N1CCC(CCC(=O)NC2CC2)CC1	1	-2	-6	-16	-9	0	5	7
O=C(Nc1ccc2c(c1)OCO2)c1csc([C@@H]2O[C@H](CO)[C@H](O)[C@H](O)[C@H]2O)n1	7	-1	0	-2	9	-1	4	4
COc1ccc(S(=O)(=O)Nc2ccc3c(c2)C(=O)N([C@@H](C)CO)C[C@H](C)[C@@H](CN(C)Cc2ccc(C(F)(F)F)cc2)OCCCC[C@@H](C)O3)cc1	-20	32	-11	9	-2	3	-3	110*
CC(=O)c1ccc(Oc2cc(C(F)(F)F)cnc2C(N)=O)cc1	0	4	0	-5	9	-3	2	-1
CCN(CC)c1ncnc2c1ncn2[C@H]1CN(Cc2ccc3c(c2)OCO3)C[C@@H](CO)O1	5	-6	0	-8	/	1	1	-25
COCCCNC(=S)NCCNc1nc2cc(C)cc(C)c2cc1C#N	-13	3	0	1	/	-5	/	-7
COc1cc(/C=C(\C#N)c2nc3c(s2)CC(C)CC3)ccc1O (centres undefined)	2	/	/	-83	-3	/	5	/
Cc1cccc(C(=O)NCC2CCN(C(=O)c3cccc(C)c3)CC2)c1	/	19	-1	-26	-1	1	3	9
N#Cc1cc([N+](=O)[O-])ccc1NC(=O)COC(=O)c1cnccn1	3	-1	0	-11	/	0	/	28
CCC(C)(C)n1nnnc1CN(Cc1cccs1)Cc1cc2cc(OC)ccc2[nH]c1=O	/	7	0	16	0	0	/	/
C[C@H]1CN([C@@H](C)CO)C(=O)CCCn2nncc2CO[C@H]1CN(C)Cc1ccc2cccnc2c1	-1	3	2	-2	14	1	1	/
Cc1cc(N2CCOCC2)nc2cc(O)ccc12	2	-68	-7	-23	-3	-24	-6	-137
COc1cccc(N2CCN(Cc3nnnn3C3CCCCC3)CC2)c1	2	1	2	-4	4	7	/	19
CC(=O)N/C(=N\c1nc(C)cc(C)n1)Nc1ccccc1Cl	-9	9	-5	14	-6	4	-3	-1
CCC(C)(C(=O)NC1CCCCC1)N(CC1CCCO1)C(=O)CNC(=O)c1ccccc1 (centres undefined)	2	/	/	/	-8	/	2	17
Cc1noc(C)c1S(=O)(=O)Nc1ccc2c(c1)C(=O)N([C@H](C)CO)C[C@@H](C)[C@@H](CN(C)C(=O)Nc1ccc(C(F)(F)F)cc1)O2	/	1	9	2	-11	-2	0	/
O=C(CCn1nc(-c2ccccc2)ccc1=O)N1CCCC1	10	2	3	22	5	-2	4	44
C[C@H](CO)N1C[C@H](C)[C@H](CN(C)S(C)(=O)=O)Oc2ccc(NC(=O)C3CC3)cc2C1=O	/	6	-2	7	14	6	-1	-2
O=C(O)C1CCN(C(=O)Cc2ccccc2)CC1	1	8	3	10	12	-9	/	8
COc1cc2ncnc(NCc3cccs3)c2cc1OC	/	-10	-1	-8	/	5	/	-20
Cc1c(C)c2ccc(OCC(=O)Nc3ccccn3)c(C)c2oc1=O	1	/	-11	100*	/	3	-3	-15
CCCCNC(=O)C1CCCN1S(=O)(=O)c1cccc2nsnc12 (centres undefined)	-4	-2	-3	3	-2	/	4	0

Compound activity: PubChem, Broad Institute
